LGR2 antag – inhibitors of bursicon-induced Drosophila LGR2 receptor cAMP signaling; HEK293 LGR2, CRE-luciferase, bursicon-stimulated, 4 h; inhibition, % at 9.99 µM; 380,000 tested, 0.35% active;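 active = drop in luminescence signal, shown as inhibition above about 50% in the replicate tests, limit read from the data, passing the limit was not always enough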;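 also: agonist challenge used bursicon conditioned medium at about half maximal strength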
SIRT5 inh – blocks human SIRT5 desuccinylation of peptide. Q9NXA8. Purified SirT5, succinyl-peptide AMC, trypsin-coupled fluorescence. 330,000 tested, 1.1% active. AID 652115. inhibition, % at 15 µM; in the data active = inhibition above about 15%
Target sequence (Q9NXA8 whole entry, looked up): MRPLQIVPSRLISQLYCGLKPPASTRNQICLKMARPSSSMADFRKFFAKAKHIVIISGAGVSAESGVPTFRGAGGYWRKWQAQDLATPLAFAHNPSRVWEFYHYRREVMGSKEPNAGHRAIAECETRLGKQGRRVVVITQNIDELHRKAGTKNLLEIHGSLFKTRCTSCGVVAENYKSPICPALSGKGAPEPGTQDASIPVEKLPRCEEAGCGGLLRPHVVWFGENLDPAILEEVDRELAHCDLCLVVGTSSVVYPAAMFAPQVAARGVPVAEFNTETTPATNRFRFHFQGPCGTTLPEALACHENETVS
Casp6 inh – caspase-6 (human) enzyme inhibition. purified caspase-6, Z-VEID-R110 cleavage fluorescence. inhibition, % at 12.5 µM. 350,000 tested, 0.53% active. AID 686996;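 active = mean inhibition across replicates at least about 35%, with every replicate also reaching that limit, limit read from the data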;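 also: 0% = median of neutral control wells and 100% = no fluorescence left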
Target sequence (P55212 24-179 limits assumed): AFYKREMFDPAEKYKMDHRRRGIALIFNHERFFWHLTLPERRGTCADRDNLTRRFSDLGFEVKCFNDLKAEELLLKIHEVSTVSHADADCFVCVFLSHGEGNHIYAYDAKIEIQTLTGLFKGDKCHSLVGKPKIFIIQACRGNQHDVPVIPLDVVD
Target sequence (P55212 194-293 limits assumed): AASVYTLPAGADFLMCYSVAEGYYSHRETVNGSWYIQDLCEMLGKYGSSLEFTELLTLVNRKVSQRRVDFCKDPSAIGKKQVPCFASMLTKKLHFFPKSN
esBAF inh – SWI/SNF esBAF complex inhibition. mouse ES cells, Bmi1-luciferase knock-in reporter, 24 h; 100% = twice the neutral-well signal. reporter increase, % at 12.5 µM. 350,000 tested, 2% active. AID 602393; in the data active = activation above about 40%;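 also: 0% = median of the plate's neutral control wells and 100% = double that signal; a rise in the Bmi1 reporter signal indicates esBAF inhibition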
S100A4 inh HTS – S100A4-myosin IIA interaction inhibition; inhibition, % at 10.7 µM; 360,000 tested, 0.14% active; P26447; S100A4/TAMRA-MyoIIA peptide fluorescence polarization;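 active = mean inhibition of at least 70% across replicates, with every replicate also reaching that level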
Target sequence (P26447 whole entry, looked up): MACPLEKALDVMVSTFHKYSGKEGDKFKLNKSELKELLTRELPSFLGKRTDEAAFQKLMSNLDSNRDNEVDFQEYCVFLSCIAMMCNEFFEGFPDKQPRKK
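Test system: S100A4 monomer protein. Medium: HEPES buffer with Ca2+, pH 7.2. Reagent: fluorescent myosin IIA peptide, 5 nM. Compound dosing: single-point compound testing. Timing: 5 min between mix addition and reading. Benchmarks: DMSO neutral and TFP positive wells.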
FN deposition inh – fibronectin deposition inhibition | AH1F fibroblasts, Alexa488-fibronectin deposition fluorescence, overnight | AID 743247 | 350,000 tested, 0.086% active | inhibition, % at 12.6 µM;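 active = mean inhibition across replicates of 30% or more, regardless of how many single replicates reach that level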;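 also: positive control wells lacked labelled fibronectin entirely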
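Material – AH1F fibroblast monolayer, labelled fibronectin deposition · Reagent – labelled fibronectin 24 nM · Timing – 1 h adhesion, overnight exposure · Measured by – fluorescence at 485 nm excitation, 525 nm emission · Read-out – inhibition of fibronectin deposition signal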
Statin myotox sup – protects C2C12 myotubes from simvastatin toxicity; 330,000 tested, 0.78% active; rescue of ATP level, % at 7.49 µM; ATP luminescence, 48 h; scaled: DMSO 0, geranylgeraniol control 100; AID 602340;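 active = mean ATP rescue above about 67%, or every replicate alone reaching that limit, limit read from the data, passing the limit was not always enough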;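 also: myotubes were challenged with 10 µM simvastatin during compound exposure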
Numbers without * were called inactive; nt = no result given.

Compound	FN deposition inh	LGR2 antag	Casp6 inh	Statin myotox sup	S100A4 inh HTS	esBAF inh	SIRT5 inh
CC(C)Oc1ccc(C(=O)O)cc1	-9	-4	8	12	20	-6	0
COC(=O)c1ccccc1NC(=O)CSc1nncn1C	nt	4	0	4	-1	-9	-1
COc1ccc2c3c([nH]c2c1)[C@@H](CO)N(C(=O)NC(C)C)CC31CCN(C(=O)C2CCCCC2)CC1	-4	-8	3	nt	0	nt	2
O=C([C@H]1[C@H](CO)[C@H]2Cn3c(cccc3=O)[C@H]2N1Cc1cc(F)ccc1F)N1CCOCC1	nt	5	37*	-7	7	3	1
COc1cc(CNCc2cccs2)ccc1OCC(N)=O	nt	4	nt	0	nt	1	nt
O=C(NCc1ccco1)c1ccc(Cn2c(=O)c3sccc3n(Cc3cccc(F)c3)c2=O)cc1	5	-5	1	-5	-1	0	nt
Cn1cnc2cc(NCc3cccs3)ccc21	-3	-23	6	9	-4	33	-3
Cc1noc(C)c1S(=O)(=O)N(C)C[C@H]1OCCCC[C@@H](C)Oc2ccc(NS(C)(=O)=O)cc2C(=O)N([C@@H](C)CO)C[C@H]1C	nt	12	0	nt	2	0	-1
CCC/C(O)=C1\C(=O)CC(C)(C)CC1=Nc1ccccc1O	-10	3	4	nt	7	nt	1
CC(C)OP(=O)(c1ccc(N(C)C)cc1)C(Nc1ccccc1)c1ccccc1 (configuration not stated)	-1	-4	5	-10	-1	-6	-2
COc1cccc(CNC(=O)CCC2CCCN(C(=O)CCC(F)(F)F)C2)c1 (configuration not stated)	-14	10	-2	2	-4	3	-2
COC(=O)c1cc(NC(C)=O)ccc1N1CCOCC1	4	-22	5	nt	0	nt	1
O=C(Cc1ccc(F)cc1)Nc1nc(-c2ccc(F)cc2)cs1	-15	0	-1	-16	-4	5	-6
COc1ccc(S(=O)(=O)N(C)C[C@H]2OCCCC[C@H](C)Oc3ccc(NS(=O)(=O)c4ccc(C)cc4)cc3C(=O)N([C@H](C)CO)C[C@@H]2C)cc1	nt	9	2	11	-45	6	23*
CCC(C(=O)NC(C)(C)C)n1c(-c2ccccc2)nc2ccccc21 (configuration not stated)	-19	2	0	nt	2	nt	nt
Cc1noc(C)c1S(=O)(=O)Nc1ccc2c(c1)C(=O)N([C@@H](C)CO)C[C@H](C)[C@@H](CN(C)CC1CCCCC1)OCCCC[C@@H](C)O2	nt	-4	0	-60	-3	0	-3
COc1cc(OC)cc(C(=O)NC(C(=O)NCc2ccccn2)C(C)C)c1 (configuration not stated)	2	8	2	10	-6	0	-1
O=C(Nc1ccc(C(F)(F)F)cn1)Nc1cccs1	-16	-37	1	7	-5	35	-1
ON=Cc1cccn1-c1ccccc1	2	4	-3	13	-4	2	-1
O=C(CCC(=O)N1CCSc2ccccc21)Nc1cccc(F)c1	4	-6	1	4	-6	4	-6
O=C(Nc1ccccn1)C1CCN(C(=O)Nc2ccccc2)CC1	-9	3	-1	6	7	3	-2
Cc1cnc(CN(C)Cc2c(C(=O)N3CCCCCCC3)nc3ccc(Cl)cn23)[nH]1	0	6	10	-16	-12	0	1
O=C(COC(=O)/C=C/c1ccccc1)NCC1CCCO1 (configuration not stated)	nt	-17	-1	nt	0	nt	nt
C/C(N)=C(/C#N)C(=O)CSc1nc2cc(Cl)ccc2c(=O)n1Cc1ccco1	7	-5	-1	nt	3	nt	2
CO[C@@H]1CN(C)C(=O)c2ccc(NS(=O)(=O)C3CCCCC3)cc2OC[C@H](C)NC[C@H]1C	-12	11	-30	-6	13	-1	0
CC(C)C[C@H](NC(=O)c1ccccc1)C(=O)N1CCC[C@H]1C(=O)NCc1ccccc1	-2	-7	-2	nt	-4	nt	0
C[C@H](CO)N1C[C@H](C)[C@@H](CN(C)C)Oc2ncc(/C=C/c3ccccc3)cc2C1=O	6	-1	-2	10	0	1	-10
COc1cccc(OC)c1C(=O)Nc1ccc([N+](=O)[O-])cn1	1	-7	nt	0	nt	-8	nt
O=C(COC(=O)CNC(=O)c1ccccc1F)NCC(F)(F)F	1	11	-1	nt	-2	nt	-1
COc1cc(CN2CCCCCC2)cc(OC)c1OC	-1	-1	-24	4	-1	-6	-4
O=C(O)c1nc2nc(Cl)c(Cl)nc2[nH]1	-4	-2	nt	nt	-1	nt	-2
CCCCCCCCCCCC(=O)NC1CCS(=O)(=O)C1 (configuration not stated)	nt	3	-3	nt	-4	nt	1
Clc1ccc(COn2c(-c3ccccc3)nc3ccccc32)cc1	10	nt	nt	0	nt	2	nt
O=C(C[C@H]1CC[C@H]2[C@@H](COC[C@H](O)CN2Cc2nccs2)O1)NCc1ccccc1Cl	6	0	nt	-9	nt	-1	nt
CCOC(=O)[C@@H]1[C@H]2COc3cc(OC)ccc3[C@H]2N2C(=O)N(c3ccc(Br)cc3)C(=O)[C@]12C	6	0	-2	-21	-3	1	nt
O=C(COC(=O)c1ccc(O)cc1)Nc1ccc(S(=O)(=O)N2CCCC2)cc1	9	-20	0	6	-6	4	-3
CCCCC(c1nnnn1Cc1ccco1)N1CCN(c2nc3ccccc3s2)CC1 (configuration not stated)	-3	nt	nt	26	nt	-35	nt
O=C(COC(=O)Cn1nc(-c2ccccc2)oc1=O)Nc1ccc(F)cc1	-3	-6	0	-3	-2	-3	-5
COc1ccc(CCC(C)N(C)Cc2ccccc2)cc1 (configuration not stated)	3	0	1	0	-4	0	-2
COc1cc(OC)cc(-c2nnc(SCC(=O)N(C(C)C)C(C)C)o2)c1	nt	-1	-4	-17	13	-3	6
CN(C)c1cc[n+](CC(=O)c2ccc(OC(F)F)cc2)cc1	-2	-3	-6	nt	-4	nt	-2
N#Cc1cccc(NC(=O)c2cc(C3CCCCN3C(=O)c3cccs3)on2)c1 (configuration not stated)	4	19	5	0	3	-1	-1
Cc1ccc(C(=O)Nc2cccc(-c3cn4ccccc4n3)c2)cc1	-13	23	nt	nt	-5	nt	-6
CCOc1ccc(S(=O)(=O)N2CCCC(C(=O)NCc3ccccn3)C2)cc1 (configuration not stated)	3	-4	4	21	1	5	nt
COc1ccc(CNC(=O)CN(C(=O)CCC(=O)Nc2nccs2)c2ccc3c(c2)OCO3)cc1	8	7	-2	-2	-3	0	7
Cc1cc(C)cc(OCC(=O)Nc2cc(C)on2)c1	nt	-14	-1	-4	15	-4	-1
CCCCOC(=O)c1ccc(NC(=O)CN2C(=O)NC3(CCCCCC3)C2=O)cc1	-9	5	2	-24	-1	-5	-11
CCOC(=O)C1(C)CCN1C(=O)c1ccc(OC)cc1OC (configuration not stated)	-2	-8	-1	1	-1	-4	nt

Two entries from above, with two lines to a compound:
Results follow in this order: FN deposition inh, LGR2 antag, Casp6 inh, Statin myotox sup, S100A4 inh HTS, esBAF inh, SIRT5 inh
- Cc1cc(C)cc(OCC(=O)Nc2cc(C)on2)c1
  nt, -14, -1, -4, 15, -4, -1
- CCCCOC(=O)c1ccc(NC(=O)CN2C(=O)NC3(CCCCCC3)C2=O)cc1
  -9, 5, 2, -24, -1, -5, -11

Further structures
Compound	FN deposition inh	LGR2 antag	Casp6 inh	Statin myotox sup	S100A4 inh HTS	esBAF inh	SIRT5 inh
Cc1nn(-c2ccccc2)c2nc(-c3ccncc3)cc(C(=O)NCc3ccco3)c12	0	nt	nt	8	nt	2	nt
O=C(Nc1ccc(Cl)c(Cl)c1)N[C@H]1CC[C@H](CCn2cc(C3CCCCC3)nn2)O[C@@H]1CO	-12	10	-2	-7	9	11	-1
COCCN1CCN(c2c(C)c(C)nc3cc(-c4cccc(OC)c4)nn23)CC1	5	-25	0	-22	5	52*	-1
CCC(=O)N1C[C@@H](C)[C@@H](OC)CN(C)C(=O)c2ccc(NC(=O)COC)cc2OC[C@@H]1C	2	-8	1	6	-10	2	-6
CC(=O)N(C)C[C@H]1Oc2ncc(-c3ccccc3F)cc2C(=O)N([C@@H](C)CO)C[C@@H]1C	-2	3	0	2	24	0	1
COc1ccc(-n2c(Cc3cccn3C)nnc2SCC(=O)Nc2ccc(C)c(Cl)c2)cc1	10	-3	2	-7	-5	-4	0
C[C@@H]1CN([C@H](C)CO)C(=O)c2cccc(NC(=O)c3ccncc3)c2O[C@H]1CN(C)Cc1ccc(C(F)(F)F)cc1	5	9	1	-24	-10	8	-1
O=C(NC1CCC1)[C@H]1[C@H](CO)[C@H]2Cn3c(ccc(/C=C/c4ccccc4)c3=O)[C@H]2N1Cc1cncnc1	nt	-8	2	-12	17	0	-33
COc1ccccc1N1CCN(CC(=O)Nc2cc(F)ccc2C)CC1	nt	nt	3	nt	0	4	-1
O=C(COC(=O)CNC(=O)c1ccc(Cl)cc1Cl)Nc1ccc(N2CCOCC2)cc1	-1	0	1	3	-2	-6	-6
Nc1c(-c2ccccc2)c(CSc2nc3ccccc3[nH]2)nn1-c1ccc(C(=O)O)cc1	nt	2	15	nt	-7	nt	3
Cc1onc(-c2ccccc2Cl)c1C(=O)OCC(=O)N1CCC(C)CC1	1	6	-2	16	-4	8	-1
CC(C(=O)NC1C=CS(=O)(=O)C1)N1C(=O)/C(=C\c2ccccc2)SC1=S (configuration not stated)	0	12	nt	11	-2	8	-1
CCCCOC(=O)c1ccc(N2C(=O)CC(N3CCN(C/C=C/c4ccccc4)CC3)C2=O)cc1 (configuration not stated)	6	3	2	-2	0	4	-7

An excerpt from above in order of number of heavy atoms, lowest first:
Compound	FN deposition inh	LGR2 antag	Casp6 inh	Statin myotox sup	S100A4 inh HTS	esBAF inh	SIRT5 inh
CC(C)Oc1ccc(C(=O)O)cc1	-9	-4	8	12	20	-6	0
ON=Cc1cccn1-c1ccccc1	2	4	-3	13	-4	2	-1
Cn1cnc2cc(NCc3cccs3)ccc21	-3	-23	6	9	-4	33	-3
COC(=O)c1cc(NC(C)=O)ccc1N1CCOCC1	4	-22	5	nt	0	nt	1
O=C(COC(=O)/C=C/c1ccccc1)NCC1CCCO1 (configuration not stated)	nt	-17	-1	nt	0	nt	nt
Cc1ccc(C(=O)Nc2cccc(-c3cn4ccccc4n3)c2)cc1	-13	23	nt	nt	-5	nt	-6
COc1ccccc1N1CCN(CC(=O)Nc2cc(F)ccc2C)CC1	nt	nt	3	nt	0	4	-1
O=C(COC(=O)c1ccc(O)cc1)Nc1ccc(S(=O)(=O)N2CCCC2)cc1	9	-20	0	6	-6	4	-3
N#Cc1cccc(NC(=O)c2cc(C3CCCCN3C(=O)c3cccs3)on2)c1 (configuration not stated)	4	19	5	0	3	-1	-1
Cc1cnc(CN(C)Cc2c(C(=O)N3CCCCCCC3)nc3ccc(Cl)cn23)[nH]1	0	6	10	-16	-12	0	1
CC(C)C[C@H](NC(=O)c1ccccc1)C(=O)N1CCC[C@H]1C(=O)NCc1ccccc1	-2	-7	-2	nt	-4	nt	0
O=C([C@H]1[C@H](CO)[C@H]2Cn3c(cccc3=O)[C@H]2N1Cc1cc(F)ccc1F)N1CCOCC1	nt	5	37*	-7	7	3	1
O=C(Nc1ccc(Cl)c(Cl)c1)N[C@H]1CC[C@H](CCn2cc(C3CCCCC3)nn2)O[C@@H]1CO	-12	10	-2	-7	9	11	-1
CCCCOC(=O)c1ccc(N2C(=O)CC(N3CCN(C/C=C/c4ccccc4)CC3)C2=O)cc1 (configuration not stated)	6	3	2	-2	0	4	-7
COc1ccc2c3c([nH]c2c1)[C@@H](CO)N(C(=O)NC(C)C)CC31CCN(C(=O)C2CCCCC2)CC1	-4	-8	3	nt	0	nt	2
C[C@@H]1CN([C@H](C)CO)C(=O)c2cccc(NC(=O)c3ccncc3)c2O[C@H]1CN(C)Cc1ccc(C(F)(F)F)cc1	5	9	1	-24	-10	8	-1
Cc1noc(C)c1S(=O)(=O)N(C)C[C@H]1OCCCC[C@@H](C)Oc2ccc(NS(C)(=O)=O)cc2C(=O)N([C@@H](C)CO)C[C@H]1C	nt	12	0	nt	2	0	-1

Source: PubChem (Broad Institute)

Some of the compounds tested, so the mix of outcomes need not match the whole.
